# CSN inh: inhibitors of human CSN-mediated cullin deneddylation | Q92905 | Purified CSN, SCF-Nedd8-OG deneddylation, fluorescence polarization | inhibition, % at 12.5 µM | hit rate 0.38% among 360,000;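 active = pattern-corrected inhibition above about 35%, with an unprinted fluorescence ratio check between 0.5 and 1.5, limit read from the data, passing the limit was not always enough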;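 also: 0% = enzyme with substrate and 100% = substrate without enzyme; some results filed as inactive read as strong as hits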
#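 Assay system: purified human Csn5 enzyme expressed in HEK293T cells; measure: % inhibition; also added: SCFSkp2-Nedd8OG substrate at 10 nM final; technique: fluorescence polarization; times: reaction 90 min, room temperature; medium: Tris buffer pH 7.5, NaCl, DTT, Tween-20, trehalose, ovalbumin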
# SKN-1 block: inhibitors of C. elegans SKN-1; C. elegans VP596 Pgst-4::GFP/RFP ratio, acrylamide-induced, 24 h; inhibition, % at 21.8 µM; hit rate 0.49% among 360,000;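 active = interference check ratio from 0.5 to 1.5 plus GFP to RFP signal ratio inhibition reaching or exceeding a fixed threshold, cut at about 30% in these data, passing the limit was not always enough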; also: some compounds called inactive have numbers as strong as hits
# Neddyl block: cullin neddylation inhibition | TR-FRET cullin neddylation, biochemical | calls only at 25 µM | hit rate 0.58% among 360,000 | AID 651699; in the data active = inhibition above about 36%
# MT1-MMP act inh: blocks activation of human MT1-MMP. P50281. HT1080 RFP-PRO-GFP cells, GFP/RFP ratio fluorescence, overnight; percent of plate control window, DMSO zero. GFP/RFP ratio change, % at 20 µM. hit rate 0.061% among 360,000. AID 651647;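 active = GFP/RFP ratio change of at least 30% with cell ATP level not reduced by more than half and red fluorescence within 50% of control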; also: strong numbers were not always called active
#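 Assay system – RFP-PRO-GFP reporter HT1080 cells · Compound dosing – single dose of 20 µM compound, 1% DMSO final · Incubation – overnight compound exposure at 37 °C · Measure – GFP/RFP fluorescence ratio · Benchmarks – DMSO wells and RFP-L50D-GFP cells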
# FAS-TE inh: inhibitors of human fatty acid synthase thioesterase domain. P49327. recombinant FAS-TE, OMFH fluorogenic substrate, fluorescence endpoint. inhibition, % at 15 µM. hit rate 0.67% among 360,000. AID 602261;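 active = compounds whose normalised, plate-corrected inhibition of enzyme fluorescence in the single-dose primary screen is 50% or more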;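 also: 0% = DMSO with enzyme and 100% = substrate without enzyme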
# MLLE-PAM2 inh: blocks PAM2 peptide binding to the PABP1 MLLE domain; inhibition, % at 20 µM; P11940; hit rate 0.36% among 360,000; GST-MLLE / FITC-PAM2 fluorescence polarization; in the data active = inhibition above about 35%, passing the limit was not always enough;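 also: plate controls were DMSO wells with GST-MLLE for no effect and wells lacking GST-MLLE protein for full effect; some results filed as inactive read as strong as hits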
# Rin1-Abl PPI inh: blocks binding of human Rin1 to Abl; P00519+Q13671; AID 588664; hit rate 0.4% among 360,000; TR-FRET Rin1/Abl binding, biochemical; inhibition, % at 7.35 µM; in the data active = inhibition above about 5%, passing the limit was not always enough
# Rpn11 inh: inhibitors of human proteasome Rpn11; human 26S proteasome, Ub4-pepOG fluorescence polarization; 20S core pre-blocked with epoxomicin; calls only at 20 µM; hit rate 0.59% among 360,000;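 active = inhibition at 20 µM, scaled to each plate's controls, above about 33%, limit read from the data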
# NadD block: blocks S. aureus nicotinate mononucleotide adenylyltransferase; inhibition, % at 20 µM; purified NadD enzyme, colorimetric absorbance read-out; hit rate 0.78% among 360,000; in the data active = inhibition above about 26%; also: some compounds past the cut are filed as inactive
# * marks the source's active call; other numbers are inactive results; i = inactive; nt = no result given.
# Keys: A = CSN inh; B = SKN-1 block; C = Neddyl block; D = MT1-MMP act inh; E = FAS-TE inh; F = MLLE-PAM2 inh; G = Rin1-Abl PPI inh; H = Rpn11 inh; I = NadD block
Cc1cc2oc(C(=O)Nc3ccc(S(=O)(=O)Nc4ncccn4)cc3)c(C)c2cc1Cl
  A: 4; B: -11; C: i; D: 6; E: 4; F: 10; G: 6; H: i; I: 25

CC(=O)NCCNC(=O)[C@H](Cc1ccccc1)NC(=O)c1cccs1
  A: 1; B: 3; C: i; D: -4; E: -6; F: 2; G: -5; H: i; I: 2

COc1ccc(C(=O)CCN2CCN(c3ccccc3F)CC2)cc1
  A: -1; B: -6; C: i; D: 1; E: -4; F: 15; G: -4; H: i; I: -8

c1cc2cc(CNc3nc(NCC4CC4)nc4ccsc34)ccc2o1
  A: 5; B: 9; C: i; D: 3; E: 5; F: -6; G: 4; H: i; I: 11

CCc1ccccc1NC(=O)CNC(=O)CSC(=S)N1CCCC1
  A: -2; B: -9; C: i; D: 3; E: -11; F: -4; G: 5; H: i; I: -2

COc1ccc(/C=C(/NC(=O)c2ccccc2)C(=O)N2CCCCC2)cc1OC
  A: -7; B: 5; C: i; D: 0; E: -4; F: 12; G: -3; H: i; I: -2

O=C(/C=C/c1cccc([N+](=O)[O-])c1)OCC1CCCO1 (stereo not drawn)
  A: 5; B: -4; C: i; D: 0; E: 7; F: -5; G: -1; H: i; I: -2

COc1ccc(S(=O)(=O)NCCOc2ccc(Cl)cc2)cc1
  A: 6; B: 7; C: i; D: 1; E: 11; F: 3; G: -1; H: i; I: -6

N#Cc1ccccc1Sc1ccccc1C(=O)NCC(c1ccco1)N1CCCCC1 (stereo not drawn)
  A: 7; B: -6; C: i; D: 0; E: 8; F: 1; G: 1; H: i; I: -1

O=C(Nc1ccccc1Cl)C1CC(=O)N(c2ccccc2)C1 (stereo not drawn)
  A: -4; B: 0; C: i; D: 3; E: 1; F: -6; G: -1; H: i; I: -1

CCN(CC)S(=O)(=O)N1CCC(C(=O)NCc2ccc3c(c2)OCO3)CC1
  A: 2; B: -2; C: i; D: 2; E: -8; F: 13; G: 2; H: i; I: 3

Cc1nnc(C)n1/N=C/c1ccccc1
  A: 0; B: -6; C: i; D: 3; E: -12; F: 15; G: 3; H: i; I: 3

CCOc1ccc(-n2c(N)c(C(=O)NCc3ccco3)c3nc4ccccc4nc32)cc1
  A: 6; B: 0; C: nt; D: -15; E: -6; F: -20; G: -2; H: i; I: 11

Cc1ccc(-c2cc(C(=O)N3CCOCC3)c3ccccc3n2)o1
  A: -2; B: 9; C: nt; D: -3; E: -6; F: 26; G: 1; H: i; I: -2

CCC(Sc1nc2ccsc2c(=O)n1Cc1ccc(C(=O)O)cc1)C(=O)Nc1ccc(C)c(Cl)c1 (stereo not drawn)
  A: 4; B: 15; C: i; D: 1; E: 4; F: 7; G: 7; H: i; I: 48*

COc1cccc(-n2c(SCc3c(C)noc3C)nnc2-c2cccc(S(=O)(=O)N(C)C)c2)c1
  A: 2; B: -13; C: i; D: -12; E: -1; F: -14; G: 0; H: i; I: -8

O=C(COc1ccccc1F)Nc1ccc2c(c1)OCCO2
  A: -4; B: 3; C: i; D: 14; E: -3; F: -14; G: 1; H: i; I: 2

O=S(=O)(NCCc1ccccc1)c1ccc(Cl)nc1
  A: 4; B: 3; C: i; D: 2; E: -7; F: 0; G: 0; H: i; I: -1

COc1ccc(CC(=O)OCC(=O)N2CCCc3ccccc32)cc1OC
  A: -9; B: 18; C: i; D: 4; E: -3; F: -15; G: 0; H: i; I: -1

O=C(COC(=O)c1cc(S(=O)(=O)N2CCOCC2)ccc1Cl)Nc1ccc(Cl)cn1
  A: -4; B: 10; C: i; D: 3; E: 3; F: 9; G: 4; H: i; I: -1

Cn1c(SCC(=O)NCc2cccs2)nnc1-c1ccncc1
  A: 0; B: 3; C: i; D: -1; E: -6; F: -15; G: -1; H: i; I: 1

CCCCCCC(C)n1cc(C(C)=O)c(=O)n(C)c1=O (stereo not drawn)
  A: 7; B: 6; C: i; D: 5; E: 10; F: 0; G: 2; H: i; I: 7

CCOC(=O)C1CCN(C(=O)CN(c2ccc(OC)cc2)S(=O)(=O)c2c(C)noc2C)CC1
  A: 0; B: 5; C: i; D: 1; E: 0; F: 18; G: -1; H: i; I: -3

COc1ccc(/C=N/n2c(SC)nnc(C(C)(C)C)c2=O)cc1OC
  A: 0; B: 11; C: i; D: 5; E: 5; F: 3; G: -4; H: i; I: -4

COCCNC(=O)C(c1ccncc1)N(C(=O)c1sc(C)nc1C)c1cccc(C)c1 (stereo not drawn)
  A: -6; B: 2; C: i; D: 0; E: -11; F: 17; G: 1; H: i; I: -5

# Whole records, quoted from the list. Order of values: CSN inh | SKN-1 block | Neddyl block | MT1-MMP act inh | FAS-TE inh | MLLE-PAM2 inh | Rin1-Abl PPI inh | Rpn11 inh | NadD block
# O=C(Nc1ccccc1Cl)C1CC(=O)N(c2ccccc2)C1 (stereo not drawn) across the screens: -4 | 0 | i | 3 | 1 | -6 | -1 | i | -1
# O=S(=O)(NCCc1ccccc1)c1ccc(Cl)nc1 across the screens: 4 | 3 | i | 2 | -7 | 0 | 0 | i | -1

# The main list resumes, repeating the 3 entries before the break.
# Keys: A = CSN inh; B = SKN-1 block; C = Neddyl block; D = MT1-MMP act inh; E = FAS-TE inh; F = MLLE-PAM2 inh; G = Rin1-Abl PPI inh; H = Rpn11 inh; I = NadD block
CCOC(=O)C1CCN(C(=O)CN(c2ccc(OC)cc2)S(=O)(=O)c2c(C)noc2C)CC1
  A: 0; B: 5; C: i; D: 1; E: 0; F: 18; G: -1; H: i; I: -3

COc1ccc(/C=N/n2c(SC)nnc(C(C)(C)C)c2=O)cc1OC
  A: 0; B: 11; C: i; D: 5; E: 5; F: 3; G: -4; H: i; I: -4

COCCNC(=O)C(c1ccncc1)N(C(=O)c1sc(C)nc1C)c1cccc(C)c1 (stereo not drawn)
  A: -6; B: 2; C: i; D: 0; E: -11; F: 17; G: 1; H: i; I: -5

CCCCN(C(=O)C1CC(=O)N(Cc2ccc(C)cc2)C1)c1c(N)n(CC(C)C)c(=O)[nH]c1=O (stereo not drawn)
  A: -1; B: 4; C: i; D: -2; E: -7; F: 14; G: -2; H: i; I: 1

Cc1ccc(NC(=O)CN2C(=O)N/C(=C/c3ccc(C)o3)C2=O)cc1
  A: 1; B: -2; C: i; D: -17; E: -7; F: 21; G: 0; H: i; I: 4

COc1ccc(Cl)cc1S(=O)(=O)N(C)CC(=O)N1CCCC1
  A: -3; B: 10; C: i; D: -5; E: -10; F: -7; G: -1; H: i; I: -5

Cc1c(N(C)S(=O)(=O)c2cc(C(=O)N3CCCC3)ccc2Cl)c(=O)n(-c2ccccc2)n1C
  A: 1; B: -9; C: i; D: 0; E: -4; F: -5; G: -3; H: i; I: 9

CCN(CC(=O)Nc1ccc(NC(C)=O)cc1)C(=O)c1cc2c(s1)CCCCC2
  A: -1; B: -1; C: i; D: 3; E: -2; F: -9; G: 2; H: i; I: 0

CC(C)CCNC(=O)c1cc2c(=O)n3ccccc3nc2s1
  A: 1; B: 6; C: nt; D: 1; E: 4; F: 8; G: 1; H: i; I: 1

CC(CC1C(C#N)=C(N)SC(N)=C1C#N)c1ccccc1 (stereo not drawn)
  A: 58*; B: -17; C: i; D: -26; E: -48; F: -65; G: -8; H: nt; I: 2

CCC(CC)C(=O)Nc1cccc(S(=O)(=O)c2cccc(NC(=O)C(CC)CC)c2)c1
  A: 4; B: -5; C: i; D: 1; E: -5; F: 0; G: -3; H: i; I: -1

COc1ccc(NC(C)=O)cc1NC(=O)CN1CCN(C(=O)c2ccco2)CC1
  A: 3; B: 3; C: i; D: -3; E: -6; F: 12; G: 5; H: i; I: -3

CCN1CCN(Cc2c(O)ccc3c(=O)c(-c4ccccc4OC)coc23)CC1
  A: 6; B: -1; C: nt; D: 9; E: -11; F: -6; G: 3; H: i; I: 0

COc1ccc(/C=N/NC(=O)C(=O)N2CCCC2)cc1
  A: 7; B: 8; C: i; D: 6; E: -2; F: 2; G: -1; H: i; I: -1

O=C(NCC1CCCO1)c1ccccc1NS(=O)(=O)c1cccs1 (stereo not drawn)
  A: -3; B: -3; C: i; D: 2; E: -3; F: 14; G: 1; H: i; I: -5

CC(C)(C)c1ccc(C(=O)c2c[nH]c(C(=O)NCc3ccco3)c2)cc1
  A: 0; B: 9; C: i; D: 2; E: -7; F: -2; G: -1; H: i; I: 2

CCC(C)NC(=O)C1c2ccccc2Oc2ccccc21 (stereo not drawn)
  A: 12; B: -9; C: i; D: 1; E: -2; F: -14; G: 2; H: i; I: -5

COc1ccc2oc(C(=O)OC(C)C(=O)Nc3ccc(N4CCOCC4)cc3)c(C)c2c1 (stereo not drawn)
  A: 5; B: 7; C: i; D: -1; E: -4; F: -22; G: 1; H: i; I: 5

COCCNC(=O)c1cc(-c2ccccn2)nc2ccc(S(=O)(=O)N3CCC(C)CC3)cc12
  A: 2; B: 3; C: i; D: -3; E: -15; F: 0; G: 17*; H: i; I: -3

COc1cc(CNc2nnnn2C)ccc1OCc1c(F)cccc1Cl
  A: -1; B: -3; C: i; D: 0; E: -4; F: 12; G: 0; H: i; I: 4

O=C1NC2(CCCCCC2)C(=O)N1Cc1ccc(Cl)cc1Cl
  A: 3; B: -3; C: i; D: 1; E: 18; F: -34; G: 3; H: i; I: -7

CCCNC(=O)C1(C)CCCN(C(=O)Cc2cccc(OC)c2)C1 (stereo not drawn)
  A: 0; B: 9; C: i; D: -1; E: -3; F: 4; G: -4; H: i; I: -1

COc1ccc2c(c1)C(NC(C)=O)C(=O)N2CCc1ccccc1 (stereo not drawn)
  A: -6; B: -8; C: i; D: -1; E: -4; F: 2; G: -3; H: i; I: -6

C(=N\Nc1ccc2nncn2n1)/c1ccco1
  A: 2; B: 13; C: i; D: 1; E: -9; F: 0; G: -3; H: i; I: -5

O=[N+]([O-])c1cccc(COc2ccc(CN3CCCCC3)cc2)c1
  A: 1; B: 22; C: i; D: 0; E: -2; F: 9; G: -1; H: i; I: 5

COC(=O)C1(O)CC(C(C)C)=NN1C(=O)c1ccccc1 (stereo not drawn)
  A: -12; B: 8; C: i; D: 2; E: -9; F: 6; G: -2; H: i; I: -2

O=C(Nc1ccccc1)c1cc(-c2ccccc2Cl)no1
  A: 1; B: 25; C: i; D: 2; E: 14; F: -4; G: 1; H: i; I: -5

COc1ccc(C(=O)Nc2ccc(S(=O)(=O)Nc3cc(C)nc(C)n3)cc2)cc1OC
  A: 8; B: -8; C: i; D: -2; E: -3; F: -6; G: 2; H: i; I: -4

CCN(CC(=O)Nc1c(F)cccc1F)C(=O)Cc1ccc2c(c1)CCC2
  A: -3; B: -6; C: i; D: 5; E: -6; F: 41*; G: 1; H: i; I: -4

CCOC(=O)C1(Cc2ccccc2)CCN(Cc2cccn2-c2cccnc2)CC1
  A: 3; B: 4; C: i; D: -8; E: 8; F: -2; G: -1; H: i; I: -2

O=[N+]([O-])c1ccc(Oc2cccc3cccnc23)c([N+](=O)[O-])c1
  A: -1; B: -4; C: i; D: -64; E: 11; F: -17; G: 0; H: i; I: -1

Cc1cc(OCC(=O)c2ccc(Br)cc2)ccc1N1C(=O)CCC1=O
  A: -4; B: 11; C: i; D: -3; E: -2; F: 8; G: 4; H: i; I: -1

O=C(O)CCCCNCc1ccccc1
  A: 2; B: 12; C: i; D: 1; E: -9; F: 6; G: 3; H: i; I: -6

O=C(CCn1cccn1)N1CCCC(N2CCN(c3cccc(Cl)c3)CC2)C1 (stereo not drawn)
  A: 0; B: 6; C: i; D: 2; E: -5; F: -12; G: -1; H: i; I: 2

# Screening results: PubChem BioAssay, several laboratories
